# Screening data from PubChem BioAssay.
# F508del corr: correctors of CFTR F508del function in bronchial epithelial cells | AID 720511 | activity (quench increase), % at 7.58 µM | hit rate 0.36% among 350,000 | CFBE cells, YFP halide quenching; stimulated with forskolin plus potentiator P3; % fluorescence drop versus neutral controls;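 active = mean added fluorescence quench of at least 8% versus neutral control, with both replicates also reaching 8%; inconclusive = only one of the mean or replicate conditions met; inactive = mean below 8% and not both replicates reaching 8%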;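 also: cells transiently co-express mutant CFTR-F508del with the halide-sensitive YFP; corrector assay measuring rescue of mutant channel to the surface after 24 h compound exposure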
# FN deposit inh: fibronectin deposition inhibition | AH1F fibroblasts, Alexa488-fibronectin deposition fluorescence, overnight | inhibition, % at 12.6 µM | hit rate 0.086% among 350,000;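 active = mean inhibition across replicates of 30% or more, regardless of how many single replicates reach that level; inconclusive = mean under 30% yet at least half of replicates reach 30%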;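 also: positive control wells lacked labelled fibronectin entirely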
#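 Test system: AH1F fibroblast monolayer depositing Alexa488-labelled fibronectin into matrix. Input: 10000 cells per well. Technique: fluorescence, ex 485 nm, em 525 nm. Buffer or medium: DMEM plus 2% serum, read in PBS. Timing: 1 h cell adhesion before compound, then overnight fibronectin incubation. Compound: single dose, pinned. Read-out basis: inhibition from reduced deposited-fibronectin fluorescence.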
# C2C12 statin: protects C2C12 myotubes from simvastatin toxicity | ATP luminescence, 48 h; scaled: DMSO 0, geranylgeraniol control 100 | rescue of ATP level, % at 7.49 µM | hit rate 0.78% among 330,000;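 active = mean ATP rescue above about 67%, or every replicate alone reaching that limit, limit read from the data, passing the limit was not always enough; inconclusive = no clear call, values can overlap the other calls; inactive = mean under the limit and some replicate under it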;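 also: myotubes were challenged with 10 µM simvastatin during compound exposure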
# Cneo AK release: Cryptococcus neoformans lysis via adenylate kinase release; C. neoformans lysis, adenylate kinase release luminescence, 4 h; normalised: neutral wells 0, clomiphene wells 100; hit rate 0.2% among 360,000; lysis activity, % at 15 µM;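 active = mean lysis activity across replicates of at least 80%, whatever share of replicates individually reach that level; inactive = mean lysis activity below 80%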
#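 Schedule: static 4 h at 37 °C with compound, 1 h detection; system: C. neoformans cells; benchmarks: Clomiphene as positive control; buffer or medium: fresh YPD medium; measure: luminescence rise reflecting yeast cell lysis; measured by: luminescent adenylate kinase detection reagent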
# GSIS activator: primary screen for activators of insulin secretion dependent on glucose, INS-1E cells, GLuc reporter luminescence | AID 743287 | hit rate 0.61% among 370,000 | INS-1E GLuc reporter insulin secretion, 2-3 h | activation, % at 16.6 µM;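 active = lowest replicate activation of at least 40%, so every replicate reaches that level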;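 also: 0% = median of neutral control wells and 100% = median of IBMX positive control wells; some compounds called inactive have numbers as strong as hits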
# miR-122 sensor: inhibitors of miR-122 in Huh7 cells; Huh7 miR-122 Renilla luciferase sensor, 48 h; neutral wells = 0, positive control = 100; activation (reporter increase), % at 12.5 µM; hit rate 0.3% among 340,000; AID 602342;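 active = mean replicate activation score at least 90 and every replicate individually at or above 90; inconclusive = only one of the two criteria met; inactive = neither criterion met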;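 also: higher luciferase means less miR-122 activity so hits act as miR-122 inhibitors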
# PGC1a acetyl inh: lowers PGC1a acetylation signal in U2OS cells | hit rate 0.17% among 350,000 | inhibition, % at 15.6 µM | AlphaScreen anti-acetyl-lysine; with virally co-expressed GCN5 acetyltransferase;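 active = every replicate shows inhibition of at least 40%; inconclusive = mean inhibition at least 40% but some replicate below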;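 also: 0% = neutral control wells and 100% = positive control wells; some results beyond the cut were filed as inactive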
# PglD inh: PglD (C. jejuni) enzyme inhibition; purified PglD enzyme, DTNB colorimetric CoA detection; inhibition, % at 12.5 µM; hit rate 0.098% among 360,000; in the data active = inhibition above about 16%, passing the limit was not always enough; inconclusive = no clear call, values can overlap the other calls; also: strong numbers were not always called active
# * marks the source's active call; other numbers are inactive results; ? = inconclusive; . = no result given; [ ] = dose if it differs, or a comment. Rows are unselected; about 2.1% have a hit in one of these screens.
No.	SMILES	F508del corr	FN deposit inh	C2C12 statin	Cneo AK release
1	Cc1cccc(NC(=S)NCC2CCCO2)c1 (stereo not drawn)	.	.	14	21
2	O=C(NCC1CCCO1)C1CCC(=O)N1CCc1ccccc1 (stereo not drawn)	.	.	.	13
3	CC(C)(C)NC(=O)c1cccc(NC(=O)c2ccco2)c1	.	.	.	1
4	C[C@H]1CN([C@@H](C)CO)C(=O)c2cc(NC(=O)C3CCCCC3)ccc2O[C@H]1CN(C)S(=O)(=O)c1ccc(F)cc1	-1.1	8	-2	9
5	Cc1ccccc1-n1c(SCC(=O)Nc2cccc3ccccc23)nc(O)cc1=O	-3.6	-13	8	-1
6	C[C@H]1CN([C@@H](C)CO)C(=O)c2cc(NC(=O)c3ccncc3)ccc2O[C@H]1CN(C)C(=O)Nc1cccc2ccccc12	0.1	.	14	-1
7	Cc1noc(C)c1NC(=O)N(C)C[C@@H]1Oc2ccc(NS(=O)(=O)c3ccc(F)cc3)cc2C(=O)N([C@H](C)CO)C[C@@H]1C	-0.7	.	33	4
8	COc1ccc(-c2ccc([C@H]3[C@@H](CO)N4CCCCN(S(=O)(=O)c5cccs5)C[C@H]34)cc2)cc1	1.1	.	.	0
9	CCC(C)n1c(SCC(=O)NC2CCCC2)nc2ccccc2c1=O (stereo not drawn)	5.4	-1	5	0
10	Cc1ccsc1/C=C1\SC(N2CC(C)OC(C)C2)=NC1=O (stereo not drawn)	.	10	1	.
11	Cc1cc(N2CCN(c3ccccc3F)CC2)nc2cc(O)ccc12	.	.	.	-5
12	COc1ccc(-c2cnc3c(c2)C(=O)N([C@@H](C)CO)C[C@@H](C)[C@H](CN(C)C(=O)CN(C)C)O3)cc1	0.0	0	1	2

No.	GSIS activator	miR-122 sensor	PGC1a acetyl inh	PglD inh
1	41	5	-8	-2
2	.	-2	-3	0
3	.	0	14	5
4	-20	-4[16.7 µM]	-3	-1
5	-11	-4	-3	-1
6	8	-5[16.7 µM]	17	0
7	16	-18[16.7 µM]	4	4
8	-9	5[16.7 µM]	-6	-1
9	-12	.	-21	2
10	-14	-5	3	.
11	-41	12	-3	2
12	26	-1[16.7 µM]	4	2

# Next part
No.	SMILES	F508del corr	FN deposit inh	C2C12 statin	Cneo AK release
13	CC1Sc2ccc(S(=O)(=O)CCC(=O)NCc3ccccc3Cl)cc2NC1=O (stereo not drawn)	.	.	-5	-2
14	Cc1ccc(N(CC(=O)NCc2ccco2)S(=O)(=O)c2ccccc2)cc1	.	30*	4	0
15	COc1ccc(OC)c(NC(=O)CCNC(=O)N2CC(=O)Nc3ccccc32)c1	1.3	.	-6	1
16	CCCC/C(C)=N/NC(=O)C(=O)NCCc1ccccc1	.	.	-9	0
17	CC(C)(O)C(=O)N/N=C\c1ccc(OC/C=C/c2ccccc2)cc1	1.4	.	6	1
18	Cn1c2ccccc2c2nnc(SCC(=O)NC3CCCC3)nc21	-0.1	5	5	3
19	Cc1cccc(CN2[C@H](CO)C=CS2(=O)=O)c1	0.4	-9	1	41
20	Cc1cc(OCC(=O)Nc2ccccc2N2CCOCC2)c(C(C)C)cc1Cl	-4.5	-3	2	1
21	CCNC(=O)C1(C)CCCN1C(=O)c1ccc(F)c(Cl)c1 (stereo not drawn)	2.6	.	0	3
22	C[C@@H]1CN([C@@H](C)CO)S(=O)(=O)c2ccc(-c3cccc(C#N)c3)cc2O[C@H]1CN(C)C(=O)Nc1cc(F)ccc1F	2.7	.	-47	-2
23	COc1ccc(/C=C2\C(=N)N3N=C(CC(=O)N4CCCCC4)SC3=NC2=O)cc1	2.0	6	-1	-3
24	COc1ccc2nc(-c3ccccc3)cc(C(=O)OCC(=O)N3CCCCC3)c2c1	1.9	-6	8	1

No.	GSIS activator	miR-122 sensor	PGC1a acetyl inh	PglD inh
13	.	-9	-6	0
14	.	3	-33	-8
15	3	0	6	8
16	.	-6	-7	3
17	19	-7	-6	5
18	2	-4	0	2
19	9	-3	-10	-6
20	-44	-3	3	-3
21	.	-2	9	0
22	-8	-21[16.7 µM]	0	1
23	12	10	4	-3
24	.	1	4	2

# Just FN deposit inh and C2C12 statin, for two of the compounds above:
nr | mol | FN deposit inh | C2C12 statin
23 | COc1ccc(/C=C2\C(=N)N3N=C(CC(=O)N4CCCCC4)SC3=NC2=O)cc1 | 6 | -1
18 | Cn1c2ccccc2c2nnc(SCC(=O)NC3CCCC3)nc21 | 5 | 5

# Additional compounds.
No.	SMILES	F508del corr	FN deposit inh	C2C12 statin	Cneo AK release
25	COC(=O)C1CCN(C(=O)c2ccc(OC)c(S(=O)(=O)N3CCCc4ccccc43)c2)CC1	-2.7	1	4	0
26	Cc1noc(C)c1S(=O)(=O)N(C)C[C@H]1Oc2ccc(NS(=O)(=O)c3cccs3)cc2C(=O)N([C@H](C)CO)C[C@H]1C	0.5	.	-25	0
27	O=C(Oc1cccccc1=O)c1ccccc1	4.9	0	0	2
28	O=C(C1CCC(=O)N1Cc1ccccc1Cl)N1CCN(c2cccc(Cl)c2)CC1 (stereo not drawn)	.	.	11	-2
29	O=C(Nc1ccc(S(=O)(=O)Nc2cnc3ccccc3n2)cc1)c1cccc(OC(F)F)c1	-3.2	-3	6	11
30	CC(=O)c1ccc(Oc2ncnc3sccc23)c(CN2CCOCC2)c1	.	-14	-9	5
31	C/C=C/c1cnc2c(c1)C(=O)N([C@H](C)CO)C[C@@H](C)[C@@H](CN(C)S(=O)(=O)c1ccc(F)cc1)O2	2.1	.	3	56
32	Brc1ccc(-n2cccc2/C=N/n2cnnc2)cc1	.	.	-6	-1
33	O=C(c1cccc(NS(=O)(=O)c2ccc(Br)cc2)c1)N1CCN(c2ccccc2O)CC1	-0.2	-5	-8	.
34	C[C@H](CO)N1C[C@H](C)[C@H](CN(C)C(=O)CCC(F)(F)F)OCCCC[C@H](C)Oc2ccc(NS(=O)(=O)c3ccccc3)cc2C1=O	0.3	.	.	47
35	CCCCn1c(NC(=O)c2ccccc2Cl)c(C#N)c2nc3ccccc3nc21	.	-5	-193	0
36	O=C(CCc1ccccc1)N1CCN(C(=O)CCc2ccccc2)CC1	0.0	5	1	-3

No.	GSIS activator	miR-122 sensor	PGC1a acetyl inh	PglD inh
25	-6	2	2	0
26	7	-4[16.7 µM]	?	-1
27	7	4	-13	-4
28	.	21	-8	8
29	5	12	.	1
30	.	-6	8	7
31	30	-2[16.7 µM]	4	1
32	.	0	-13	1
33	-35	1	-23	6
34	.	11[16.7 µM]	-2	0
35	-46	0	3	9
36	-13	.	9	-3

# (listing goes on)
No.	SMILES	F508del corr	FN deposit inh	C2C12 statin	Cneo AK release
37	COc1ccc(OC)c(CCNC(=O)CCc2nnc3ccc(N4CCOCC4)nn23)c1	-1.4	-7	5	5
38	Cc1cc(F)ccc1C(O)c1ncc(-c2ccc3ccccc3c2)[nH]1 (stereo not drawn)	1.8	.	2	0
39	COc1ccc2c(c1)C(=O)N(c1ccccc1OC)C(=O)C2(C)C	.	10	6	-2
40	CCN(c1ccccc1)S(=O)(=O)c1ccc(Cl)c(C(=O)NCCc2ccc(OC)cc2)c1	.	-6	.	-20
41	CNC(=O)C[C@H]1CC[C@H]2[C@@H](COc3ccc(NC(=O)c4cnccn4)cc3C(=O)N2C)O1	-1.0	-8	7	1
42	C/C=C/c1ccc2c(c1)O[C@@H](CN(C)C(=O)c1ccccc1)[C@H](C)CN([C@@H](C)CO)S2(=O)=O	3.8	-5	-7	1
43	Cc1cc(NC(=O)NC2CCCN2S(=O)(=O)c2ccc(Cl)cc2)no1 (stereo not drawn)	.	.	8	-1
44	CC(=O)O[C@@H]1C[C@@]2(C)[C@@H](CC[C@H]2[C@@H](C)/C=C\CC(C)C)C2=C[C@@H](O)[C@@]3(O)C[C@@H](O)[C@H](O)C[C@]3(CO)[C@]21O	-2.1	.	10	3
45	COc1cc(NCc2ccccc2)c2ncn(Cc3ccccc3)c2c1	2.2	0	5	-37
46	CCN(CCNC(=O)C1CCN(S(=O)(=O)c2cccc3nsnc23)CC1)c1ccccc1	.	-4	.	-1

No.	GSIS activator	miR-122 sensor	PGC1a acetyl inh	PglD inh
37	-5	1	8	-2
38	-14	-2	-4	-6
39	.	3	15	0
40	-22	-8	-4	0
41	14	46[16.7 µM]	3	0
42	4	13[16.7 µM]	-40	-2
43	.	1	-15	1
44	.	2	3	-1
45	.	.	.	2
46	.	-9	7	-2

# Twelve structures already listed, ordered by molecular weight, lowest first.
No.	SMILES	F508del corr	FN deposit inh	C2C12 statin	Cneo AK release
38	Cc1cc(F)ccc1C(O)c1ncc(-c2ccc3ccccc3c2)[nH]1 (stereo not drawn)	1.8	.	2	0
45	COc1cc(NCc2ccccc2)c2ncn(Cc3ccccc3)c2c1	2.2	0	5	-37
36	O=C(CCc1ccccc1)N1CCN(C(=O)CCc2ccccc2)CC1	0.0	5	1	-3
43	Cc1cc(NC(=O)NC2CCCN2S(=O)(=O)c2ccc(Cl)cc2)no1 (stereo not drawn)	.	.	8	-1
35	CCCCn1c(NC(=O)c2ccccc2Cl)c(C#N)c2nc3ccccc3nc21	.	-5	-193	0
41	CNC(=O)C[C@H]1CC[C@H]2[C@@H](COc3ccc(NC(=O)c4cnccn4)cc3C(=O)N2C)O1	-1.0	-8	7	1
37	COc1ccc(OC)c(CCNC(=O)CCc2nnc3ccc(N4CCOCC4)nn23)c1	-1.4	-7	5	5
40	CCN(c1ccccc1)S(=O)(=O)c1ccc(Cl)c(C(=O)NCCc2ccc(OC)cc2)c1	.	-6	.	-20
46	CCN(CCNC(=O)C1CCN(S(=O)(=O)c2cccc3nsnc23)CC1)c1ccccc1	.	-4	.	-1
33	O=C(c1cccc(NS(=O)(=O)c2ccc(Br)cc2)c1)N1CCN(c2ccccc2O)CC1	-0.2	-5	-8	.
44	CC(=O)O[C@@H]1C[C@@]2(C)[C@@H](CC[C@H]2[C@@H](C)/C=C\CC(C)C)C2=C[C@@H](O)[C@@]3(O)C[C@@H](O)[C@H](O)C[C@]3(CO)[C@]21O	-2.1	.	10	3
34	C[C@H](CO)N1C[C@H](C)[C@H](CN(C)C(=O)CCC(F)(F)F)OCCCC[C@H](C)Oc2ccc(NS(=O)(=O)c3ccccc3)cc2C1=O	0.3	.	.	47

No.	GSIS activator	miR-122 sensor	PGC1a acetyl inh	PglD inh
38	-14	-2	-4	-6
45	.	.	.	2
36	-13	.	9	-3
43	.	1	-15	1
35	-46	0	3	9
41	14	46[16.7 µM]	3	0
37	-5	1	8	-2
40	-22	-8	-4	0
46	.	-9	7	-2
33	-35	1	-23	6
44	.	2	3	-1
34	.	11[16.7 µM]	-2	0
